# Mtb BioA inh – M. tuberculosis BioA enzyme inhibitors, primary screen, biochemical, plate reader, single point, HTS | inhibition, % at 9.99 µM | 7,8-diaminopelargonic acid synthase BioA (Mycobacterium tuberculosis) | AID 602481, 2012 | 360,000 tested, 0.096% active | purified M. tuberculosis BioA enzyme; in the data active = inhibition above about 40%
# Active calls of the source: *. Only part of the results is shown; count on the stated rates, not on these rows.
SMILES,Mtb BioA inh
O=C(NCC[C@@H]1CC[C@@H](NS(=O)(=O)c2ccccc2)[C@@H](CO)O1)c1ccccc1F,1.8
C[C@H]1CN([C@@H](C)CO)C(=O)c2cc(C#CC3(O)CCCC3)cnc2O[C@@H]1CN(C)C,-1.4
C[C@H]1CN([C@@H](C)CO)C(=O)Cc2cc(NC(=O)Nc3ccc4c(c3)OCO4)ccc2O[C@@H]1CN(C)C(=O)Nc1ccc2c(c1)OCO2,2.1
CNC[C@@H]1Oc2ccc(NC(=O)Nc3ccc(OC)cc3)cc2CC(=O)N([C@@H](C)CO)C[C@@H]1C,-1.2
COCC(=O)N(C)C[C@@H]1[C@H](c2ccc(-c3cccnc3)cc2)[C@@H](CO)N1C(C)=O,-0.1
CN1c2ccc(-c3ccc(F)cc3)cc2[C@@H]2[C@@H](CCN2C(=O)Cc2cccnc2)[C@H]1CO,5.3
C[C@H](CO)N1C[C@H](C)[C@H](CN(C)C(=O)Nc2ccc3c(c2)OCO3)Oc2ccc(NC(=O)Nc3ccc(C(F)(F)F)cc3)cc2C1=O,-1.2
O=C(O)C[C@H]1C=C[C@@H](NC(=O)c2ccncc2)[C@H](CO)O1,3.1
N#C[C@@H]1[C@@H](c2ccccc2)[C@@H](CO)N1C(=O)Cc1ccccn1,0.7
C[C@@H]1CCCCO[C@@H](CN(C)S(=O)(=O)c2ccc(F)cc2)[C@@H](C)CN([C@H](C)CO)C(=O)c2cc(NC(=O)Nc3ccc4c(c3)OCO4)ccc2O1,1.3
O=C(c1cnccn1)N1CC[C@@H]2[C@H]1c1cc(-c3ccccc3F)ccc1N[C@@H]2CO,0.6
C[C@@H]1CN([C@@H](C)CO)C(=O)c2cc(Br)cnc2O[C@H]1CN(C)Cc1ccccc1,7.7

# In another format: entries from further up
COCC(=O)N(C)C[C@@H]1[C@H](c2ccc(-c3cccnc3)cc2)[C@@H](CO)N1C(C)=O
- Mtb BioA inh: -0.1

O=C(c1cnccn1)N1CC[C@@H]2[C@H]1c1cc(-c3ccccc3F)ccc1N[C@@H]2CO
- Mtb BioA inh: 0.6

# Carrying on:
SMILES,Mtb BioA inh
C[C@H](CO)N1C[C@H](C)[C@@H](CN(C)Cc2ccc(Cl)c(Cl)c2)Oc2ccc(N(C)C)cc2C1=O,5.0
C[C@@H]1CCCCO[C@H](CN(C)C(=O)CCCN(C)C)[C@H](C)CN([C@@H](C)CO)C(=O)c2cc(NC(=O)C3CCCCC3)ccc2O1,0.1
C[C@H]1CCCCO[C@H](CN(C)Cc2ccc3c(c2)OCO3)[C@@H](C)CN([C@@H](C)CO)C(=O)c2cc(NC(=O)Nc3ccc(C(F)(F)F)cc3)ccc2O1,-2.2
C[C@@H]1CN([C@@H](C)CO)S(=O)(=O)c2ccc(C#Cc3cccnc3)cc2O[C@H]1CN(C)C,2.3
CN(C)C(=O)C[C@H]1C=C[C@@H](NC(=O)Nc2cccc(F)c2)[C@H](CO)O1,1.7
C[C@@H]1CN([C@H](C)CO)C(=O)c2cc(NC(=O)C3CCCCC3)ccc2O[C@H]1CN(C)S(=O)(=O)c1ccc(F)cc1,10
COc1ccc(NC(=O)N(C)C[C@@H]2Oc3ncc(C#C[C@H](C)O)cc3C(=O)N([C@H](C)CO)C[C@H]2C)cc1,-0.9
CO[C@H]1CN(C)C(=O)c2ccc(NC(C)=O)cc2OC[C@H](C)N(CC2CC2)C[C@@H]1C,-0.4
C[C@H]1CN([C@@H](C)CO)C(=O)c2cc(-c3ccc(F)cc3)cnc2O[C@@H]1CN(C)CC1CCOCC1,-1.8
O=C(c1ccc(F)cc1)N1CCCCN2[C@H](CO)[C@@H](c3ccc(C#CC4(O)CCCC4)cc3)[C@H]2C1,-1.3
C[C@@H]1CN([C@H](C)CO)C(=O)c2cccc(NS(=O)(=O)c3cn(C)cn3)c2O[C@H]1CN(C)Cc1ccncc1,-4.4
C[C@@H]1CN([C@H](C)CO)C(=O)c2cc(NC(=O)Cc3cn(C)c4ccccc34)ccc2O[C@H]1CN(C)S(=O)(=O)c1ccccc1,1.3
C[C@H](O)C#Cc1cnc2c(c1)C(=O)N([C@H](C)CO)C[C@H](C)[C@H](CN(C)C(=O)CC1CC1)O2,-3.0
COCC(=O)N[C@H]1C=C[C@H](CC(=O)NCc2ccc(Cl)cc2)O[C@H]1CO,-2.5
CN1C(=O)c2cc(NC(=O)C3CCCC3)ccc2OC[C@@H]2O[C@H](CC(=O)Nc3ccccc3)CC[C@H]21,-2.0
C[C@@H]1CCCCO[C@H](CN(C)C(=O)c2ccccc2)[C@H](C)CN([C@@H](C)CO)C(=O)c2cc(NC(=O)Nc3ccc4c(c3)OCO4)ccc2O1,2.8
O=C(C[C@H]1C[C@H]2c3cc(NC(=O)Nc4ccc(C(F)(F)F)cc4)ccc3O[C@H]2[C@@H](CO)O1)NC1CCCCC1,-1.2
CCCNC(=O)[C@@H]1[C@@H](CO)[C@@H]2Cn3c(ccc(-c4ccncc4)c3=O)[C@H]1N2CC1CC1,-2.2
COC(=O)[C@H]1[C@H](CO)[C@H]2Cn3c(ccc(C4=CCCCC4)c3=O)[C@@H]1N2Cc1cccnc1,0.2
CCCN1C[C@H](C)[C@H](OC)CN(C)C(=O)c2cc(NC(=O)C3CCC3)ccc2OC[C@@H]1C,0.5
CCS(=O)(=O)Nc1ccc2c(c1)C(=O)N(C)C[C@@H](OC)[C@H](C)CN(Cc1nccs1)[C@@H](C)CO2,1.8
CC(=O)N(C[C@H]1N[C@H](CO)[C@H]1c1ccc(-c2ccccc2)cc1)C(C)C,1.8
CCC(=O)Nc1ccc2c(c1)C(=O)N(C)[C@H]1CC[C@H](CC(=O)NCCN3CCCCC3)O[C@@H]1CO2,3.2
C[C@@H]1CN([C@@H](C)CO)C(=O)c2cccc(NS(=O)(=O)c3ccc(Cl)cc3)c2O[C@H]1CN(C)C(=O)Nc1cccc2ccccc12,8.3
CCC(=O)N1[C@@H]2Cn3c(cccc3=O)[C@H]1[C@@H](C(=O)NCc1ccccc1)[C@@H]2CO,0.2
Cc1ccccc1NC(=O)Nc1ccc2c(c1)C(=O)N(C)[C@H]1CC[C@H](CC(=O)O)O[C@H]1CO2,4.2
CCCC#Cc1ccc([C@H]2[C@@H](CO)N3CCCCN(S(=O)(=O)Cc4ccccc4)C[C@@H]23)cc1,-2.6
C[C@@H]1CN([C@@H](C)CO)C(=O)c2cc(C#Cc3ccccn3)cnc2O[C@H]1CN(C)Cc1ccccc1,-1.1
COc1ccc(S(=O)(=O)Nc2ccc3c(c2)C(=O)N([C@H](C)CO)C[C@H](C)[C@H](CN(C)C(=O)C2CCCCC2)OCCCC[C@H](C)O3)cc1,0.2
O=C(N[C@H]1CC[C@@H](CCNC(=O)c2ccccc2F)O[C@@H]1CO)c1ccc2c(c1)OCO2,-0.1
C[C@H](CO)N1C[C@H](C)[C@@H](CN(C)C(=O)Nc2ccccc2)Oc2c(NC(=O)CCCCCC(=O)Nc3ccccc3N)cccc2C1=O,0.1
C[C@H](CO)N1C[C@H](C)[C@H](CN(C)S(=O)(=O)c2ccccc2)Oc2ccc(NS(=O)(=O)c3cn(C)cn3)cc2CC1=O,-0.3
CO[C@H]1CN(C)C(=O)c2ccc(NC(C)=O)cc2OC[C@@H](C)N(C(=O)c2ccccn2)C[C@H]1C,5.4
CN1C(=O)c2cc(NC(=O)c3cccc(C(F)(F)F)c3)ccc2OC[C@H]2O[C@H](CC(=O)NCCN3CCCC3)CC[C@H]21,5.6
C[C@@H]1CN([C@H](C)CO)S(=O)(=O)c2ccc(C#CC3CC3)cc2O[C@@H]1CN(C)Cc1cccnc1,0.8
C[C@H](CO)N1C[C@H](C)[C@@H](CN(C)C(=O)NC2CCCCC2)Oc2ccc(NS(=O)(=O)c3ccc(Cl)cc3)cc2CC1=O,-2.9

# 3 compounds from above, sorted by number of heavy atoms, rising:
SMILES,Mtb BioA inh
COCC(=O)N(C)C[C@@H]1[C@H](c2ccc(-c3cccnc3)cc2)[C@@H](CO)N1C(C)=O,-0.1
CCCN1C[C@H](C)[C@H](OC)CN(C)C(=O)c2cc(NC(=O)C3CCC3)ccc2OC[C@@H]1C,0.5
CNC[C@@H]1Oc2ccc(NC(=O)Nc3ccc(OC)cc3)cc2CC(=O)N([C@@H](C)CO)C[C@@H]1C,-1.2

# Later entries
SMILES,Mtb BioA inh
CC(C)NC(=O)Nc1ccc2c(c1)C(=O)N([C@@H](C)CO)C[C@@H](C)[C@H](CN(C)S(=O)(=O)c1ccc(F)cc1)O2,-2.2
O=C(C[C@H]1C[C@H]2c3cc(NC(=O)Nc4ccccc4F)ccc3O[C@H]2[C@H](CO)O1)NCc1ccccn1,-2.4
CO[C@H]1CN(C)C(=O)c2cc(NC(=O)NC(C)C)ccc2OC[C@@H](C)N(Cc2cncnc2)C[C@@H]1C,-1.3
CC(C)NC(=O)Nc1ccc2c(c1)C(=O)N([C@@H](C)CO)C[C@H](C)[C@H](CN(C)C)OCCCC[C@@H](C)O2,-1.8
C[C@@H]1CN([C@H](C)CO)C(=O)c2cccc(NC(=O)Nc3ccccc3)c2O[C@@H]1CN(C)C(=O)Nc1ccc(F)cc1,-2.1
CO[C@@H]1CN(C)C(=O)c2ccc(NC(=O)c3ccccc3F)cc2OC[C@H](C)N(C(=O)c2ccccc2F)C[C@@H]1C,1.3
Cc1ccc(S(=O)(=O)NCC[C@@H]2CC[C@H](NC(=O)c3ccccn3)[C@H](CO)O2)cc1,2.4
C[C@@H]1CN([C@H](C)CO)C(=O)Cc2cc(NS(C)(=O)=O)ccc2O[C@@H]1CN(C)C,1.4
Cc1noc(C)c1S(=O)(=O)Nc1ccc2c(c1)C(=O)N([C@@H](C)CO)C[C@H](C)[C@@H](CN(C)C(=O)Nc1ccc(C(F)(F)F)cc1)O2,1.0
CO[C@H]1CN(C)C(=O)c2cc(NC(=O)c3cnccn3)ccc2OC[C@@H](C)N(C(=O)C2CC2)C[C@H]1C,0.5
O=C(Nc1ccccc1F)N1CCCCN2[C@H](CO)[C@@H](c3ccc(C#Cc4ccccc4)cc3)[C@@H]2C1,-8.1
Cc1ccc(S(=O)(=O)Nc2ccc3c(c2)C(=O)N([C@H](C)CO)C[C@@H](C)[C@@H](CN(C)C(=O)CCCN(C)C)OCCCC[C@@H](C)O3)cc1,0.0

# In the list so far, 2 have two or more sulfur atoms.
SMILES,Mtb BioA inh
CCS(=O)(=O)Nc1ccc2c(c1)C(=O)N(C)C[C@@H](OC)[C@H](C)CN(Cc1nccs1)[C@@H](C)CO2,1.8
C[C@H](CO)N1C[C@H](C)[C@H](CN(C)S(=O)(=O)c2ccccc2)Oc2ccc(NS(=O)(=O)c3cn(C)cn3)cc2CC1=O,-0.3

# Among those listed so far, these have an aryl methoxy group.
SMILES,Mtb BioA inh
CNC[C@@H]1Oc2ccc(NC(=O)Nc3ccc(OC)cc3)cc2CC(=O)N([C@@H](C)CO)C[C@@H]1C,-1.2
COc1ccc(NC(=O)N(C)C[C@@H]2Oc3ncc(C#C[C@H](C)O)cc3C(=O)N([C@H](C)CO)C[C@H]2C)cc1,-0.9
COc1ccc(S(=O)(=O)Nc2ccc3c(c2)C(=O)N([C@H](C)CO)C[C@H](C)[C@H](CN(C)C(=O)C2CCCCC2)OCCCC[C@H](C)O3)cc1,0.2

# Other structures follow:
SMILES,Mtb BioA inh
O=C(N[C@H]1C=C[C@@H](CC(=O)N2CCOCC2)O[C@@H]1CO)c1ccc2c(c1)OCO2,0.8
Cc1noc(C)c1S(=O)(=O)Nc1ccc2c(c1)C(=O)N([C@H](C)CO)C[C@@H](C)[C@H](CN(C)C(=O)Nc1ccc(C(F)(F)F)cc1)O2,-2.7
C[C@H](CO)N1C[C@H](C)[C@H](CN(C)Cc2ccc(Oc3ccccc3)cc2)Oc2ccc(NC(=O)Nc3ccc(F)cc3)cc2CC1=O,-2.8
C[C@@H]1CN([C@H](C)CO)C(=O)c2cccc(NC(=O)c3nc4ccccc4s3)c2O[C@@H]1CN(C)C(=O)Nc1ccc(C(F)(F)F)cc1,-1.8
C[C@@H]1CN([C@@H](C)CO)C(=O)c2cc(C#CC3CC3)cnc2O[C@H]1CN(C)C(=O)c1ccccc1,5.2
CC=Cc1ccc2n(c1=O)C[C@H]1[C@H](CO)[C@@H](C(=O)NCCC)[C@@H]2N1Cc1ccccc1 (mixture of isomers),-2.4
CCC(=O)N(C)C[C@@H]1Oc2cc(C#CCC3CCCC3)ccc2S(=O)(=O)N([C@@H](C)CO)C[C@H]1C,4.4
CCCNC(=O)N1[C@H](CO)[C@H]2c3ccccc3N(C(=O)NC(C)C)C[C@H]21,-2.5
O=C(c1ccc(F)cc1)N1CC[C@@H]2[C@H]1c1cc(C#Cc3ccc(F)cc3)ccc1N[C@@H]2CO,-2.5
CN1C(=O)c2cc(NC(=O)c3ccc(F)c(F)c3)ccc2OC[C@@H]2O[C@H](CC(=O)O)CC[C@@H]21,1.4
CCc1cnc(N2[C@H](C#N)[C@@H](c3ccc(C4=CCCCC4)cc3)[C@H]2CO)s1,0.7
C/C=C/c1cnc2c(c1)C(=O)N([C@H](C)CO)C[C@@H](C)[C@H](CN(C)C(=O)Nc1ccc(OC)cc1)O2,-2.5
OC[C@@H]1[C@@H](c2ccc(-c3cccnc3)cc2)[C@@H]2CN(CC3CC3)CCCCN12,6.5
COc1cccc(-c2ccc3c(c2)[C@H]2[C@H](CCN2C(=O)c2ccc(F)cc2)[C@@H](CO)N3)c1,5.6
Cc1ccc(S(=O)(=O)NCC[C@@H]2CC[C@H](NC(=O)CC3CC3)[C@@H](CO)O2)cc1,0.6
COc1ccc(-c2cnc3c(c2)C(=O)N([C@H](C)CO)C[C@@H](C)[C@@H](CN(C)Cc2ccccc2)O3)cc1,-2.0
C[C@H]1CN([C@@H](C)CO)S(=O)(=O)c2ccc(C#CCN(C)C)cc2O[C@@H]1CN(C)Cc1ccccc1,3.9
C[C@@H]1CCCCO[C@H](CN(C)C(=O)NC2CCCCC2)[C@H](C)CN([C@H](C)CO)C(=O)c2cc(NC(=O)c3ccncc3)ccc2O1,-0.2
C[C@H](CO)N1C[C@H](C)[C@H](CN(C)C(=O)Nc2ccc3c(c2)OCO3)Oc2ncccc2C1=O,-1.2
COc1ccc(S(=O)(=O)N2CCCCN3[C@@H](CO)[C@H](c4ccc(C#CC(C)C)cc4)[C@@H]3C2)cc1,-1.5
C[C@@H]1CN([C@@H](C)CO)C(=O)c2cc(NC(=O)c3ccncc3)ccc2O[C@@H](C)CCCCO[C@H]1CN(C)C(=O)Nc1ccc(C(F)(F)F)cc1,-1.1
